G9a inh – inhibitors of human histone lysine methyltransferase G9a. Q96KQ7. G9a H3K9 monomethylation, AlphaScreen, 2 h. Potency, µM (highest dose often 102 µM), for the others: top-dose activity, negative = inhibition, actives largely listed as inhibitors. actives 8.8% (n = 350,000). AID 504332; note: % is set by controls: 0 for no effect and ±100 for the full control effect; nearly all actives have a fitted effect of over 75% in size
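Methyltransferase reactions run at room temperature for 2 h (20 nM enzyme, 500 nM biotin-H3K9 peptide, 20 uM SAM) after a 15 min compound preincubation; product detected by AlphaScreen beads and anti-H3K9me1 antibody.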
POLK inh – inhibitors of human DNA polymerase kappa; Q9UBT6; purified Pol kappa, fluorescent DNA synthesis assay, 10 min; Potency, µM (top dose mostly 107 µM), for the others: at the top dose activity, negative = inhibition, hits mostly inhibitors; actives 0.53% (n = 400,000); note: % is set by controls: 0 for no effect and ±100 for the full control effect
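Inhibition of 10 nM Pol kappa is measured by a fluorescent read-out at 0 and 10 min following addition of 50 nM substrate (final), with a 15-min room-temperature compound preincubation.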
POLB inh – inhibitors of human DNA polymerase beta. Pol beta primer extension/strand displacement, fluorescence kinetic. actives 1.3% (n = 340,000). AID 485314. Potency, µM (doses to about 114 µM), inactives show top-dose activity change, negative = inhibition, most hits filed as inhibitors. P06746; note: % is set by controls: 0 for no effect and ±100 for the full control effect
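Pol beta (10 nM) and compounds were preincubated 15 min at room temperature, then 50 nM substrate (final) started primer extension/strand displacement. Reads were taken at 0 and 10 min; concentration-response data were fitted to a four-parameter Hill equation.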
Pol eta inh – blocks human DNA polymerase eta activity | Q9Y253 | recombinant Pol eta, fluorescent DNA replication assay | Potency, µM (series often up to 114 µM), without a hit: at the top dose activity change, negative = inhibition, most hits filed as inhibitors | actives 1.2% (n = 390,000) | AID 588591; note: % is set by controls: 0 for no effect and ±100 for the full control effect
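Pol eta at 10 nM preincubated with compounds 15 min at room temperature; reaction started with fluorescent substrate (50 nM final) and read kinetically at 0 and 10 min.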
APEX1 inh – inhibitors of human APE1 endonuclease | AID 2517 | P27695 | recombinant APE1, TAMRA/BHQ-2 abasic DNA cleavage fluorescence | Potency, µM (top dose mostly 65.8 µM), without a hit: at the top dose activity change, negative = inhibition, actives largely listed as inhibitors | actives 0.35% (n = 350,000);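 note: plate controls were vehicle for no effect and reference inhibitor for full effect; nearly all actives have a fitted effect of over 55% in size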
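Kinetic fluorescence read (525 ex/598 em nm, three reads 60 s apart) of AP-site incision; signal = third minus first read. Enzyme 0.75 nM, dual-labelled THF duplex 50 nM, compound preincubation 15 min RT.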
Pol iota inh – blocks human DNA polymerase iota activity | Q9UNA4 | Pol iota fluorescent replication assay, 10 min | Potency, µM (titrated, usually from 115 µM), for inactives: at the top dose activity, negative = inhibition, usual class: inhibitors | actives 1% (n = 390,000) | AID 588590
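Pol iota at 10 nM preincubated 15 min with compounds at room temperature; reaction started with fluorescent substrate, 50 nM final. Fluorescence read kinetically at 0 and 10 min; buffer-only wells as negative control.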
BLM helicase inh – inhibitors of human Bloom syndrome helicase BLM | actives 0.2% (n = 350,000) | Potency, µM (titrated, usually from 56.1 µM), for the others: at the highest dose activity change, negative = inhibition, actives largely listed as inhibitors | recombinant BLM DNA unwinding, fluorescence dequenching | AID 2528;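 note: plate controls were vehicle for no effect and no enzyme for full effect; nearly all actives have a fitted effect of over 35% in size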
BAZ2B block – BAZ2B (human) inhibition; Q9UIF8; AlphaScreen BAZ2B-H3K14Ac peptide displacement; Potency, µM (doses to about 114 µM), for the others: at the top dose activity change, negative = inhibition, actives largely listed as inhibitors; actives 4.4% (n = 360,000); AID 504333; note: % is set by controls: 0 for no effect and ±100 for the full control effect; nearly all actives have a fitted effect of over 60% in size
Target sequence (Q9UIF8 whole entry, looked up): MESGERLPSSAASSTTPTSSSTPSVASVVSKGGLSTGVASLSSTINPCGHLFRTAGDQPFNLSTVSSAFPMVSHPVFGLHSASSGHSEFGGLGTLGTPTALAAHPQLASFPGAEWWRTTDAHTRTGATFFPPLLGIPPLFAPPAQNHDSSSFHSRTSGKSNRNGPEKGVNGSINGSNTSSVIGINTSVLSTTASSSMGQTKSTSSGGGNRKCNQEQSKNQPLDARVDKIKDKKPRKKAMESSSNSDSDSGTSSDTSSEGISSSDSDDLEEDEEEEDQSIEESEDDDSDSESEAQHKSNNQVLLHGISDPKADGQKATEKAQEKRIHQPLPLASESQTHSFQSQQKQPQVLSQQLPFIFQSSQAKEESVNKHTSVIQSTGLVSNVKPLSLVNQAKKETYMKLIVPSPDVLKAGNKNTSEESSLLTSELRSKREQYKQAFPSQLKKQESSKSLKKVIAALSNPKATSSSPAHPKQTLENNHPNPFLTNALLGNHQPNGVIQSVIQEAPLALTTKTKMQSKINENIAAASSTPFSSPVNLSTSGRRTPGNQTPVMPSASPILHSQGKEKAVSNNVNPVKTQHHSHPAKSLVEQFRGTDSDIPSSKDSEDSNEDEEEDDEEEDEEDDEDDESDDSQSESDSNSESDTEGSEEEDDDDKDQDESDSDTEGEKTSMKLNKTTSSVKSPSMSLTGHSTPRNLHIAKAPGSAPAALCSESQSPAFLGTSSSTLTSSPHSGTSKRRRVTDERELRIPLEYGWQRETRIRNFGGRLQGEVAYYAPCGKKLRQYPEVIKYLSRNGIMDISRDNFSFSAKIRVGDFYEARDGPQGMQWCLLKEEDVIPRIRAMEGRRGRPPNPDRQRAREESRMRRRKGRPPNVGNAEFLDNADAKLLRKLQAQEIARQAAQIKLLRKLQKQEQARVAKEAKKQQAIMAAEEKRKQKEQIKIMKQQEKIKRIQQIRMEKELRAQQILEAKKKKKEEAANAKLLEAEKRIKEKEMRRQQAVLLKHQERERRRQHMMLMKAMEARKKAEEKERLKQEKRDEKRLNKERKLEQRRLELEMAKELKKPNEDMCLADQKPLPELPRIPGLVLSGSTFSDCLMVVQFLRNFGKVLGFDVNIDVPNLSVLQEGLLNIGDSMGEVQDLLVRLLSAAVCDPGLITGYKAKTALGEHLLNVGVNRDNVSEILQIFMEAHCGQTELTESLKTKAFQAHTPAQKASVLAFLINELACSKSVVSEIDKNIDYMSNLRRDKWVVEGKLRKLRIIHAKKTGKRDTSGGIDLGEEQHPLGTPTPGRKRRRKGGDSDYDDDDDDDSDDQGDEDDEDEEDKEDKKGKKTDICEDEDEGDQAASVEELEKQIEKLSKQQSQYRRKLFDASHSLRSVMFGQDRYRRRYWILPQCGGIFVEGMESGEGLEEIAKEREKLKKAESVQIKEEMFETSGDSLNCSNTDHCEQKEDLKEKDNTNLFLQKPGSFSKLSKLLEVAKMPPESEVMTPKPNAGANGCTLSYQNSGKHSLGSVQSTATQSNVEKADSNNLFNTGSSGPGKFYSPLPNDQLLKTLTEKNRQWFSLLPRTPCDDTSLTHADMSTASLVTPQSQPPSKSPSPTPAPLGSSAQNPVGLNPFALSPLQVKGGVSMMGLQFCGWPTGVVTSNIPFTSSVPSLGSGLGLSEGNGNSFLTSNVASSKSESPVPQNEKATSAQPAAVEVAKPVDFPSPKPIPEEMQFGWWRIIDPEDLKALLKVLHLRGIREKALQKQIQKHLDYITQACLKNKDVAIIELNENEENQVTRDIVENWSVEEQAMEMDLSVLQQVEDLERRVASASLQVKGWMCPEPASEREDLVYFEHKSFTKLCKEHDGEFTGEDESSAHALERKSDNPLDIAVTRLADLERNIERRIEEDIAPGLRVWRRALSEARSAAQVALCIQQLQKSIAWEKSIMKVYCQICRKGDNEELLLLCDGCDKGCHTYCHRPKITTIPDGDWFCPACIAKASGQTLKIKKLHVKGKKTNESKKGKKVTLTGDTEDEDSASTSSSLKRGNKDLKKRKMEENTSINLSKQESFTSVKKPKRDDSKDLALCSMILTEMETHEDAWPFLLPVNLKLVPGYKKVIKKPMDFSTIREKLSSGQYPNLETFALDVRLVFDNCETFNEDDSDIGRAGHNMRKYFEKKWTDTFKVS
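BAZ2B (50 nM) with biotin-H3(5-23)K14Ac peptide (50 nM) in PBS pH 7.4, 0.01% Tween-20, preformed 30 min, then compound 30 min at room temperature; top concentration 110uM. AlphaScreen streptavidin donor/nickel chelate acceptor beads (10 ug/mL final), 20 min dark, signal read.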
JMJD2A Tudor inh – blocks the human JMJD2A Tudor domain; O75164; AlphaScreen JMJD2A-Tudor / H3K4me3 peptide binding; Potency, µM (series often up to 114 µM), without a hit: top-dose activity change, negative = inhibition, usual class: inhibitors; actives 4.4% (n = 390,000); note: % is set by controls: 0 for no effect and ±100 for the full control effect; nearly all actives have a fitted effect of over 50% in size
Active calls of the source: *; u = inconclusive; x = not tested or not shown; & = joins results of further samples; [ ] = remark or other dose. Calls come from the whole dose curve; as a rule, active = well fitted curve in the direction sought with a large enough effect; inconclusive = small, poorly fitted or top-dose-only effect, or another doubt; inactive = no such curve, though single readings can be large; an effect the other way counts as inactive or inconclusive. Potency is the fitted concentration of half-maximal effect. Only part of the results is shown (hit frequency here may not be typical).

no.	Molecule	G9a inh	POLK inh	POLB inh	Pol eta inh	APEX1 inh
1	Cc1ccc(OCC(=O)NC(=S)Nc2cccc(NC(=O)c3ccccc3Cl)c2)cc1	8%[59 µM]	-7%	47%	-22%	2%
2	CCOC(=O)c1noc2ncn(CC(=O)Nc3ccccc3OC)c(=O)c12	9%[59 µM]	-9%[60.1 µM]	10%	-3%	x
3	COc1ccccc1NC(=O)CSc1nnc(CNC(=O)c2ccco2)o1	-2%[59 µM]	-8%	33%[activator]	-17%	-2%
4	COc1cc(/C=C(\C#N)C(=O)NCC2CCCO2)ccc1OCCC(C)C (configuration not stated)	u	2%	24%	0%	2%
5	Cc1ccc(C)c2sc(NC(=O)c3ccc(S(=O)(=O)N4CCC(C)CC4)cc3)nc12	1%[59 µM]	-6%[60.1 µM]	-26%	-21%	x
6	Cc1[nH]c2ccc(F)cc2c1CCN(Cc1cccnc1)C(=S)Nc1cccc(F)c1	u	-9%	1%	-8%	-10%
7	COc1ccccc1-c1cc(C(=O)N2CCCCC2)no1	10%	-16%	u	-4%	0%
8	O=C(CCN1CCOCC1)Nc1cccc(Br)c1	-30%[12.7 µM]	-2%	-1%	-7%	5%

no.	Pol iota inh	BLM helicase inh	BAZ2B block	JMJD2A Tudor inh
1	13%	-2%	-8%	-3%
2	-7%	3%	-27%	-17%
3	26%	1%	3%	11%
4	19%	-5%	-2%	-7%
5	43%[activator]	0%	-1%	1%
6	30%	-9%	32µM*	u
7	-7%	-1%	-5%	-7%
8	0%	3%	-31%	-23%

Further results:
no.	Molecule	G9a inh	POLK inh	POLB inh	Pol eta inh	APEX1 inh
9	CCOC(=O)c1cc(-c2cccnc2)nn1-c1ccccn1	u	-10%	9%	-2%	1%
10	CC1CCc2sc(C(=O)NCc3ccc(F)cc3)cc2C1 (configuration not stated)	44%	-4%	0%	-14%	2%
11	CCCNc1nc2ccccc2c(=O)[nH]1	8%	-3%	-3%	-7%	0%
12	O=C(NN=C1CCCC1)c1cc(Cl)cc(Cl)c1O	-12%	-12%	1%	-9%	12%
13	CCOc1ccc(/C=N/NC(=O)c2[nH]c3ccc(C)cc3c2C)cc1	u	-6%	39%	-28%	-15%
14	COc1cc(C(=S)N2CCOCC2)cc(OC)c1OC	40µM*	3%[19.4 µM]	-6%	7%	0%
15	O=C(N=C1SC2CS(=O)(=O)CC2N1c1ccc(Br)cc1)C1CCCO1 (configuration not stated)	56%	-20%	19%	-1%	34%
16	COc1cc(-c2cc(OC)c3c(C)oc(C)c3c(=O)c2)ccc1OC(=O)c1cccc(Cl)c1	-53%[59 µM]	-7%	15%	-3%	x

no.	Pol iota inh	BLM helicase inh	BAZ2B block	JMJD2A Tudor inh
9	17%	-1%	-28%	-11%
10	22%	-13%	8%	36%
11	-22%	3%	4%	-2%
12	u	-5%	-5%	-13%
13	u	-20%	u	-20%
14	21%	5%&-2%	-1%	1%
15	27%	-1%	-2%	-5%
16	-7%	-7%	79µM*	u

Continued.
no.	Molecule	G9a inh	POLK inh	POLB inh	Pol eta inh	APEX1 inh
17	CCOC(=O)c1sc(NC(=O)C2CC2)cc1C	9%[59 µM]	-5%	-1%	-8%	-2%
18	Cc1cccc(C)c1NC(=O)c1cc(-c2ccccn2)nc2ccccc12	0%	-5%	-25%	-11%	-2%
19	CCN1CCN(C(CNC(=O)c2ccc3c(c2)OCO3)c2cccnc2)CC1 (configuration not stated)	u	-2%	-2%	-9%	-2%
20	Cc1ccccc1-c1nn2c(=O)cc(CN3CCN(C(=O)/C=C/c4ccccc4)CC3)nc2s1	u	-8%[60.1 µM]	u	-23%	x
21	Cc1ccc(C)c(-n2c(-c3ccco3)n[nH]c2=S)c1	x	-19%	x	2%	x
22	Nc1ccc2nc3c(=O)n(CCc4ccccc4)c(=O)[nH]c3nc2c1	x	-26%	u	-7%	-11%
23	COc1cc(/C=N/NC(=O)Cn2nnc3ccccc32)ccc1O	23%	-21%	-3%	-2%	7%
24	CCc1ccc(-n2c(SCC(=O)Nc3ccc(C(=O)O)cc3)nnc2-c2ccncc2)cc1	1%	-12%	-21%	5%	2%

no.	Pol iota inh	BLM helicase inh	BAZ2B block	JMJD2A Tudor inh
17	10%	3%	0%	-12%
18	19%	0%	-14%	-11%
19	5%	5%	-5%	-8%
20	10%	-8%	-8%	-14%
21	82%[activator]	x	x	8.9µM*
22	64%[activator]	-14%	7%	0%
23	-5%	1%	-17%	-13%
24	11%	-7%	-11%	-6%

The list goes on.
no.	Molecule	G9a inh	POLK inh	POLB inh	Pol eta inh	APEX1 inh
25	COCCNc1cc(-c2c(C)noc2C)ncn1	2%[0.501 µM]	-2%[60.1 µM]	x	x	-3%
26	Cc1cccc(NC(=S)NNc2cccc(Cl)c2)c1	32µM*	-5%	17%	-16%	-4%
27	COc1cccc(C(=O)Nc2ccc(F)cc2F)c1	12%[59 µM]	4%	-5%	-9%	2%
28	Cc1ccc(C2c3c(C)nn(-c4ccc([N+](=O)[O-])cc4)c3N=C3C(=O)Nc4ccccc4N32)cc1 (configuration not stated)	u	x	-18%	x	19%
29	Cc1ccc(CNC(=O)c2ccccc2NC(=O)C2=CSCCO2)cc1	35%[activator]	7%	-33%	-7%	24%
30	CCCN1C(=O)/C(=C/c2ccc(N3CCCC3)c(C)c2)NC1=S	-48%[0.0925 µM]	-10%	-1%	-12%	15%
31	CCCN(CCC)S(=O)(=O)c1ccc(C(=O)Nc2nc(-c3ccccc3)c(C(=O)OCC)s2)cc1	8%	-16%	15%[57.1 µM]	-24%	-2%
32	COC(=O)c1ccc(NC(=O)C2CCN(C(=O)c3cc(OC)c(OC)c(OC)c3)CC2)cc1	10µM*	2%	2%	-3%	6%

no.	Pol iota inh	BLM helicase inh	BAZ2B block	JMJD2A Tudor inh
25	x	1%	x	x
26	u	-8%	10µM*	56µM*
27	15%	3%	11%	-9%
28	x	-6%	-17%	x
29	-25%	-3%	-2%	-16%
30	-3%	-3%	35µM*	35µM*
31	18%	1%	-2%	-8%
32	u	1%	-31%	45µM*

(cont.)
no.	Molecule	G9a inh	POLK inh	POLB inh	Pol eta inh	APEX1 inh
33	CCOC(=O)N1CCN(C(=O)c2ccccc2NC(C)=O)CC1	x	2%	-19%	9%	6%
34	NC(=S)N/N=C/c1coc2ccc(F)cc2c1=O	6%	-16%	2%	5%	3%
35	O=C(O)c1ccc(N/N=C/C=C/c2ccc([N+](=O)[O-])o2)cc1	32µM*	79µM*	3.2µM*	22µM*	11µM*
36	COc1ccccc1CC(=O)Nc1ccccc1C(=O)O	-23%[59 µM]	12%	1%	-14%	-1%
37	Brc1ccc(CNCc2cccs2)cc1	19%[59 µM]	-2%	-1%	-4%	4%
38	CCOC1(c2ccccc2)OC(=O)c2ccccc21 (configuration not stated)	8%[59 µM]	-2%	1%	-18%	-2%
39	CN1CCN(C(=O)C2(NC(=O)NCc3ccccc3)CCCCC2)CC1	25%[59 µM]	-3%	-2%	3%	2%
40	Cc1ccc(C(=O)Nc2cccc(S(=O)(=O)N3CCCC3)c2)o1	-4%[12.7 µM]	-7%	x	1%	-11%

no.	Pol iota inh	BLM helicase inh	BAZ2B block	JMJD2A Tudor inh
33	117%[activator]	60%[activator]	-8%	-9%
34	129%[activator]	-1%	10%	-21%
35	8.9µM*	-23%	40µM*	45µM*
36	-12%	1%	-33%	-13%
37	4%	1%	1%	9%
38	245%[activator]	0%	10%	13%
39	5%	1%	-8%	-11%
40	-4%	x	-1%	-28%

Continued:
no.	Molecule	G9a inh	POLK inh	POLB inh	Pol eta inh	APEX1 inh
41	Cc1ccc(-n2ncc3c(=O)n(CC(=O)OCc4ccccc4)cnc32)cc1	-8%	-2%	2%	7%	-2%
42	O=C(Nc1cc(Cl)cc(Cl)c1)c1coc(=O)c(Br)c1	50µM*	79µM*	28µM*	u	u
43	O=C(COC(=O)CNC(=O)c1ccccc1F)NC12CC3CC(CC(C3)C1)C2	-4%[2.33 µM]	-4%	x	-5%	32%
44	CCCCCCN1C(=O)C(O)=C(C(C)=O)C1c1ccccc1[N+](=O)[O-] (configuration not stated)	50µM*	-15%	1%	-19%	u
45	O=C(Nc1ccc(C(=O)N2CCCCC2)cc1)c1ccc([N+](=O)[O-])cc1	-6%	-8%	29%	-7%	-8%
46	Cc1nn(-c2ccccc2)c(N2CCCC2)c1/C=N/NC(=O)c1cc2ccccc2cc1O	18%	-13%	-2%	-14%	1%
47	CCCCS/C(=C(/C#N)C(N)=O)c1cc2c([nH]1)CCCC2	20µM*	-15%	3%	u	-2%
48	CC(C)C[C@H](NC(=O)NCc1ccc(F)cc1)C(=O)O	5%	1%	1%	-7%	-8%

no.	Pol iota inh	BLM helicase inh	BAZ2B block	JMJD2A Tudor inh
41	-18%	1%	3%	-8%
42	28µM*	-3%	56µM*	-32%
43	-12%	x	-5%	-23%
44	145%[activator]	-6%	u	0%[11.4 µM]
45	11%	0%	-7%	-24%
46	3%	-9%	-31%	-27%
47	11%	0%	40µM*	45µM*
48	23%	-1%	1%	-6%

Grouped by structure: those above with two or more sulfur atoms.
no.	Molecule	G9a inh	POLK inh	POLB inh	Pol eta inh	APEX1 inh
5	Cc1ccc(C)c2sc(NC(=O)c3ccc(S(=O)(=O)N4CCC(C)CC4)cc3)nc12	1%[59 µM]	-6%[60.1 µM]	-26%	-21%	x
15	O=C(N=C1SC2CS(=O)(=O)CC2N1c1ccc(Br)cc1)C1CCCO1 (configuration not stated)	56%	-20%	19%	-1%	34%
31	CCCN(CCC)S(=O)(=O)c1ccc(C(=O)Nc2nc(-c3ccccc3)c(C(=O)OCC)s2)cc1	8%	-16%	15%[57.1 µM]	-24%	-2%

no.	Pol iota inh	BLM helicase inh	BAZ2B block	JMJD2A Tudor inh
5	43%[activator]	0%	-1%	1%
15	27%	-1%	-2%	-5%
31	18%	1%	-2%	-8%

Shown as a hit in Pol eta inh (from the list above):
no.	Molecule	G9a inh	POLK inh	POLB inh	Pol eta inh	APEX1 inh
35	O=C(O)c1ccc(N/N=C/C=C/c2ccc([N+](=O)[O-])o2)cc1	32µM*	79µM*	3.2µM*	22µM*	11µM*

no.	Pol iota inh	BLM helicase inh	BAZ2B block	JMJD2A Tudor inh
35	8.9µM*	-23%	40µM*	45µM*

Source: PubChem BioAssay (National Center for Advancing Translational Sciences (NCATS))
